# Apaf1 inhib: inhibitors of human Apaf-1 apoptosome, primary screen, biochemical, DEVD-Rh110 fluorescence, uHTS | reconstituted apoptosome caspase-3 activity | inhibition, % at 20 µM | actives 0.71% (n = 330,000) | AID 489030, 2010; active = inhibition of at least 40% at 20 µM;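 also: plate controls were DMSO wells for no effect and DEVD-CHO caspase inhibitor wells for full effect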
#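 Material: reconstituted apoptosome with Apaf-1, cytochrome c, caspase-9, procaspase-3, dATP; medium: pH 7.5 Hepes buffer with CHAPS, BSA, DTT; also added: cytochrome c and DEVD-Rh110 substrate; timing: 30 min plus 50 min, RT; signal: Rh110 fluorescence intensity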
# NALP3 yeast inh: NALP3 inflammasome inhibitors in reconstituted yeast, primary screen, luminescence, uHTS; Yeast reconstituted NLRP3/ASC/caspase-1, beta-gal luminescence, 24 h; inhibition, % at 10 µM; actives 0.39% (n = 330,000);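 active = inhibition of 50% or more; inactive = inhibition below 50%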;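 also: plate controls were induced DMSO wells for no effect and uninduced yeast grown without galactose for full effect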
# PfG6PD inh: PfG6PD enzyme inhibitors, primary screen, biochemical, fluorescence intensity, uHTS | glucose-6-phosphate dehydrogenase-6-phosphogluconolactonase (Plasmodium falciparum 3D7) | PfGluPho enzyme, NADPH resazurin-diaphorase fluorescence | inhibition, % at 20 µM | actives 0.78% (n = 350,000);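 active = inhibition reaching at least a set limit at 20 µM in the primary screen, cut at about 59% in these data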;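 also: 0% = DMSO wells with substrate and 100% = DMSO wells lacking glucose-6-phosphate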
# SENP8 block-1: SENP8 protease inhibitors, primary screen, biochemical, luminescence; Sentrin-specific protease 8 (Homo sapiens), Q96LD8; purified SENP8, Z-RLRGG-aminoluciferin cleavage; inhibition, % at 10 µM; actives 1.2% (n = 330,000); AID 2540, 2010; in the data active = inhibition above about 50%
# SENP1 FRET inh: human SENP1 catalytic domain inhibitors, primary screen, biochemical, FRET, uHTS | Sentrin-specific protease 1 (Homo sapiens), Q9P0U3 | recombinant SENP1 catalytic domain, CyPet-SUMO1-YPet FRET cleavage | inhibition, % at 10 µM | actives 0.21% (n = 360,000);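 active = inhibition at least 30% at 10 µM, raw YFP signal under a set limit, fluorescence ratio 0.5 to 1.5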;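 also: 0% = enzyme with DMSO and 100% = no enzyme wells; some results filed as inactive read as strong as hits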
# Target sequence (Q9P0U3 419-644 limits assumed): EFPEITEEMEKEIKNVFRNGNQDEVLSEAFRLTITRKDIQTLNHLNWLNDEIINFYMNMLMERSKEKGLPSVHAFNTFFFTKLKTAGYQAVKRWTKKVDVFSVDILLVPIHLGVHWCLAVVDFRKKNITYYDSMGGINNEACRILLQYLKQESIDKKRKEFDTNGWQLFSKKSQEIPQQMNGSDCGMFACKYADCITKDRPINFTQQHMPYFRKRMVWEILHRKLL
#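 Test system: hSENP1 catalytic domain, recombinant; Amount: 20 pM final SENP1 enzyme; Medium: Tris pH 8 buffer plus EDTA, NaCl, BME, BSA, NP40, catalase; Schedule: 50 min enzyme reaction, room temperature, light-protected; Technique: FRET fluorescence in CFP and YFP emission channels; Controls: no-enzyme wells low, DMSO-plus-enzyme wells high control.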
# SENP8 block-2: human SENP8 protease inhibitors, primary screen, biochemical, fluorescence, Nedd8 protein substrate, uHTS; recombinant SENP8; Sentrin-specific protease 8 (Homo sapiens), Q96LD8; AID 602440, 2012; inhibition, % at 20 µM; actives 0.64% (n = 360,000); in the data active = inhibition mostly above about 40%, no sharp cut-off; inactive = mostly below about 27%
# HKDC1 inh: HKDC1 hexokinase inhibitors, primary screen, biochemical, fluorescence, uHTS; Q2TB90; recombinant HKDC1, G6PDH/diaphorase resazurin coupled fluorescence; inhibition, % at 20 µM; actives 0.16% (n = 340,000); AID 493160, 2011;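 active = inhibition above about 35% when tested at 20 µM, limit read from the data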;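 also: plate controls were DMSO wells with enzyme for no effect and DMSO wells lacking enzyme for full effect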
#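 Test system: recombinant HKDC1 (HK5) hexokinase enzyme, produced in-house; Amount: enzyme 5 µg/mL final; Buffer or medium: Tris pH 8.0 buffer with MgCl2, Tween-20, BSA, BME; Reagent: glucose and ATP substrates; Doses: 20 µM test compound, 1% DMSO; Incubation: 90 min reaction incubation at room temperature, dark; Detection: resorufin fluorescence at 613 nm.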
# SENP7 inh: SENP7 protease inhibitors, primary screen, biochemical, luminescence, uHTS; Sentrin-specific protease 7 (Homo sapiens), Q9BQF6; recombinant SENP7, Z-RLRGG-aminoluciferin luminescence, 40 min; inhibition, % at 5 µM; actives 1.5% (n = 330,000); AID 434973, 2010;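 active = inhibition above about 50% at the single test dose, limit read from the data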;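 also: plate controls were DMSO with enzyme for no effect and no enzyme buffer wells for full effect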
# Target sequence (Q9BQF6 706-1050 limits assumed): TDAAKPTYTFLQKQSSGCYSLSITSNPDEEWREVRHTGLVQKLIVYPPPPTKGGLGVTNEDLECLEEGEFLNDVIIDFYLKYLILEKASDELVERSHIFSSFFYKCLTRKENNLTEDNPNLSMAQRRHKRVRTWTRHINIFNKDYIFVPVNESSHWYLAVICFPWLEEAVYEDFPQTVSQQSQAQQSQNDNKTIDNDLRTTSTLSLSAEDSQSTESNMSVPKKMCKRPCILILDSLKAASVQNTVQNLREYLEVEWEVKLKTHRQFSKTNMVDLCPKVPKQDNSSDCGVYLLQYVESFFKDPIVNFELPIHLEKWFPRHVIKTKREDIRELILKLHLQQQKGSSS
# SENP6 inh: SENP6 protease inhibitors, primary screen, biochemical, luminescence, uHTS. Sentrin-specific protease 6 (Homo sapiens), Q9GZR1. Recombinant SENP6 catalytic domain, aminoluciferin luminescence. inhibition, % at 10 µM. actives 1.8% (n = 330,000);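 active = inhibition above about 50% at the single tested dose, limit read from the data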;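 also: plate controls were DMSO wells with enzyme for no effect and DMSO wells lacking enzyme for full effect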
# Target sequence (Q9GZR1 628-1112 limits assumed): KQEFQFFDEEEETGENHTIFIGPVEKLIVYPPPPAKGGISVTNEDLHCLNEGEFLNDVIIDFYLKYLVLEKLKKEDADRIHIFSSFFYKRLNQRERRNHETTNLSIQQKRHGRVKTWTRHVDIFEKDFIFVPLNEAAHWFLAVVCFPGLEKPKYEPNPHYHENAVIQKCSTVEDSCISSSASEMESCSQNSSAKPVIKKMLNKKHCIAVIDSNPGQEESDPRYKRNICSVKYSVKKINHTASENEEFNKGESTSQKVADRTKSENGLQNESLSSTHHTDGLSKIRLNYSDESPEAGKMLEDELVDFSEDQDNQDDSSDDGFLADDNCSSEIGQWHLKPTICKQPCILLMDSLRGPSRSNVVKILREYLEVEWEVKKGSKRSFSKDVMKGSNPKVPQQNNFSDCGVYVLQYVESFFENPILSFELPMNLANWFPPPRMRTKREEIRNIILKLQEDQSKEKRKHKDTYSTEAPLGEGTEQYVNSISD
# The depositor's hits bear a star; i = inactive; · = not tested or not shown.
1. CCN(CC(=O)Nc1ccc(N2CCOCC2)cc1)C(=O)Cc1ccccc1
2. Cc1cccc(-n2c(O)c(C=Nc3cc(O)ccc3C)c3ccccc3c2=O)n1
3. CC1(C)CC(=O)C=C(NNC(=O)c2cccnc2)C1
4. Cc1cccc(C)c1NC(=O)C1CCCNC1 (stereo not given)
5. CCN(CC(=O)Nc1ccc(NC(C)=O)cc1)C(=O)CCCc1c[nH]c2ccccc12
6. COc1ccc(C(=O)Nc2ccc(S(=O)(=O)N3CCCCC3C)cc2)c(OC)c1OC (stereo not given)
Compound,1,2,3,4,5,6
Apaf1 inhib,7,4,-10,-18,-1,8
NALP3 yeast inh,-3,13,5,3,7,13
PfG6PD inh,1,-6,-6,-6,1,9
SENP8 block-1,-7,-2,11,1,-5,6
SENP1 FRET inh,0,-33,-2,1,3,0
SENP8 block-2,-5,-104,23,31,22,2
HKDC1 inh,4,-1,1,4,-5,-6
SENP7 inh,-2,-2,-2,1,-10,11
SENP6 inh,-5,-12,4,-1,-11,-9

7. C=CCn1c(N/N=C/c2ccc(O)cc2)nc2ccccc2c1=O
8. Cc1nc(SC2CC(=O)N(c3cc(Cl)cc(Cl)c3)C2=O)nc2c1CCCC2 (stereo not given)
9. COc1ccc(S(=O)(=O)N2CCCCCC2)cc1N
10. COc1ccccc1N(C)S(=O)(=O)c1ccc(Cl)c(C(=O)NCC2(N(C)C)CCCCC2)c1
11. Cc1nn(CC(=O)Nc2nnc(C(C)C)s2)c(=O)c2ccccc12
12. Cc1nn(-c2ccccc2)c(Cl)c1/C=C(/CC(=O)O)c1nc2ccccc2s1
Compound,7,8,9,10,11,12
Apaf1 inhib,-8,9,10,6,-1,·
NALP3 yeast inh,-10,4,10,-3,-13,·
PfG6PD inh,3,16,-10,-6,-6,-28
SENP8 block-1,-1,-8,3,1,2,·
SENP1 FRET inh,2,0,1,2,1,-3
SENP8 block-2,1,26,20,15,17,-35
HKDC1 inh,-5,11,0,42*,-5,-5
SENP7 inh,1,1,8,7,7,·
SENP6 inh,-4,-10,5,-24,7,·

# Numbers 1 through 10, quoted:
1. CCN(CC(=O)Nc1ccc(N2CCOCC2)cc1)C(=O)Cc1ccccc1
2. Cc1cccc(-n2c(O)c(C=Nc3cc(O)ccc3C)c3ccccc3c2=O)n1
3. CC1(C)CC(=O)C=C(NNC(=O)c2cccnc2)C1
4. Cc1cccc(C)c1NC(=O)C1CCCNC1 (stereo not given)
5. CCN(CC(=O)Nc1ccc(NC(C)=O)cc1)C(=O)CCCc1c[nH]c2ccccc12
6. COc1ccc(C(=O)Nc2ccc(S(=O)(=O)N3CCCCC3C)cc2)c(OC)c1OC (stereo not given)
7. C=CCn1c(N/N=C/c2ccc(O)cc2)nc2ccccc2c1=O
8. Cc1nc(SC2CC(=O)N(c3cc(Cl)cc(Cl)c3)C2=O)nc2c1CCCC2 (stereo not given)
Compound,1,2,3,4,5,6,7,8
Apaf1 inhib,7,4,-10,-18,-1,8,-8,9
NALP3 yeast inh,-3,13,5,3,7,13,-10,4
PfG6PD inh,1,-6,-6,-6,1,9,3,16
SENP8 block-1,-7,-2,11,1,-5,6,-1,-8
SENP1 FRET inh,0,-33,-2,1,3,0,2,0
SENP8 block-2,-5,-104,23,31,22,2,1,26
HKDC1 inh,4,-1,1,4,-5,-6,-5,11
SENP7 inh,-2,-2,-2,1,-10,11,1,1
SENP6 inh,-5,-12,4,-1,-11,-9,-4,-10

9. COc1ccc(S(=O)(=O)N2CCCCCC2)cc1N
10. COc1ccccc1N(C)S(=O)(=O)c1ccc(Cl)c(C(=O)NCC2(N(C)C)CCCCC2)c1
Compound,9,10
Apaf1 inhib,10,6
NALP3 yeast inh,10,-3
PfG6PD inh,-10,-6
SENP8 block-1,3,1
SENP1 FRET inh,1,2
SENP8 block-2,20,15
HKDC1 inh,0,42*
SENP7 inh,8,7
SENP6 inh,5,-24

# Next section:
13. O=C(CCc1ccccc1)c1ccc2c(c1)OCCCO2
14. CCc1noc(N)c1C(=O)Nc1ccc(Cl)cc1
15. Cc1ncc(CO)c(/C=N/NC(=S)Nc2cccc(Cl)c2)c1O
16. CC1CN(S(=O)(=O)c2cccc(C(=O)NCCC3=CCCCC3)c2)CC(C)O1 (stereo not given)
17. COc1ccc(/C(O)=C2/C(=O)C(=O)N(CCN3CCNCC3)C2c2cccc([N+](=O)[O-])c2)cc1 (stereo not given)
18. COc1ccc(/C=N/c2oc(C)c(C)c2C#N)c(OC)c1
Compound,13,14,15,16,17,18
Apaf1 inhib,3,-1,-8,4,4,-5
NALP3 yeast inh,43,26,15,17,18,16
PfG6PD inh,-2,-15,42,0,-2,-3
SENP8 block-1,21,-10,-1,-8,-1,1
SENP1 FRET inh,3,-3,-26,2,-1,2
SENP8 block-2,14,-4,-405,3,3,18
HKDC1 inh,6,1,-25,2,-7,-9
SENP7 inh,42,8,-1,1,-6,-2
SENP6 inh,58*,-11,3,-21,22,-10

19. Cc1ccc(OCC(=O)NC(=S)Nc2ccc3c4c(cccc24)CC3)cc1
20. Cc1nnc(NC(=O)CSc2ccc(-c3ccccn3)nn2)s1
21. CCC(=O)NC(=S)NNC(=O)c1ccccc1[N+](=O)[O-]
22. Cc1cc(Cl)ccc1NC(=O)CN1C(=O)C(=O)N(C2CCCC2)C1=O
23. Cc1ccc(C)c(NC(=O)c2ccccc2C(=O)c2ccccc2)c1
24. CCN(C(=O)COC(=O)C1CCN(S(=O)(=O)c2ccc3c(c2)OCCO3)CC1)C1CCCCC1
Compound,19,20,21,22,23,24
Apaf1 inhib,-10,-18,8,3,10,19
NALP3 yeast inh,4,-8,13,10,3,1
PfG6PD inh,3,·,18,-2,·,11
SENP8 block-1,-7,4,-8,-12,2,2
SENP1 FRET inh,0,·,3,-1,-1,2
SENP8 block-2,-10,·,5,14,14,21
HKDC1 inh,-10,·,-8,-1,·,0
SENP7 inh,-4,5,-2,-7,-3,3
SENP6 inh,-15,-13,-7,-17,-6,-8

25. COc1ccccc1Oc1ccc2c(c1)C(=O)N(CC1CCCO1)C2=O (stereo not given)
26. COCCn1c(SCC(=O)Nc2ccccc2OC)nc2ccccc2c1=O
27. O=C(OC1CCOC1=O)c1ccc(Cl)c(S(=O)(=O)N2CCCCC2)c1 (stereo not given)
28. CC1CN(C(=O)c2cccc(S(=O)(=O)N3CCN(c4ccccc4)CC3)c2)CC(C)O1 (stereo not given)
29. CC(=O)c1cccc(Nc2c([N+](=O)[O-])c(=O)oc3ccccc23)c1
30. CS(=O)(=O)N1CCCC(C(=O)NCCc2ccccc2)C1 (stereo not given)
Compound,25,26,27,28,29,30
Apaf1 inhib,-2,3,5,-7,-15,1
NALP3 yeast inh,24,14,-10,6,2,13
PfG6PD inh,0,-2,-9,-4,-12,13
SENP8 block-1,6,1,-12,0,1,-4
SENP1 FRET inh,3,1,4,0,3,4
SENP8 block-2,-4,21,-2,10,36,5
HKDC1 inh,0,-3,-1,-4,0,-14
SENP7 inh,4,-2,-6,3,4,3
SENP6 inh,-37,13,0,20,1,-22

31. O=C(Nc1ccccc1Cl)c1ccc2nsnc2c1
32. CCOc1ccc(NC(=O)c2ccc3[nH]c(=O)c(=O)[nH]c3c2)cc1
33. O=C(O)C1CC=CCC1C(=O)N1CCN(c2nc(-c3ccccc3)c3ccccc3n2)CC1 (stereo not given)
34. Cc1ccccc1N1CC(C(=O)Nc2nnc(SCCC3OCCO3)s2)CC1=O (stereo not given)
35. Oc1c(Br)cc(Br)cc1CNc1cccc2cccnc12
36. O=C(NCc1ccc(F)cc1)C1CCCN1C(=O)NCc1ccccc1 (stereo not given)
Compound,31,32,33,34,35,36
Apaf1 inhib,2,-9,-4,11,92*,12
NALP3 yeast inh,28,5,19,12,19,13
PfG6PD inh,2,-8,-3,20,41,-2
SENP8 block-1,30,-3,1,0,91*,2
SENP1 FRET inh,3,0,-13,-3,-23,3
SENP8 block-2,10,-3,i,0,-70,16
HKDC1 inh,-6,7,3,4,25,-3
SENP7 inh,51*,-5,11,2,88*,-9
SENP6 inh,23,-10,-10,1,85*,-12

37. COc1ccc(C2C(C(=O)/C=C/c3ccco3)=C(O)C(=O)N2CCN2CCOCC2)cc1 (stereo not given)
38. CC(=O)Nc1ccc(Oc2sc(C(=O)c3ccccc3)c(N)c2C#N)cc1
39. COc1ccc2c(c1)c(CC(=O)OC(C)C(=O)N(C)C)c(C)n2C(=O)c1ccc(Cl)cc1 (stereo not given)
40. COc1ccc(C(=O)N2CCCc3ccccc32)cc1
41. COc1ccc(C(C)=O)cc1CSc1nncn1-c1ccccc1
42. CC(=O)Nc1cc(C(=O)N(C)Cc2ccccc2)ccc1S(=O)(=O)c1ccc(C)cc1
Compound,37,38,39,40,41,42
Apaf1 inhib,-3,14,13,3,2,-1
NALP3 yeast inh,15,14,19,35,5,-3
PfG6PD inh,17,-13,17,-8,4,6
SENP8 block-1,6,0,8,-11,-2,0
SENP1 FRET inh,-11,-6,0,1,2,3
SENP8 block-2,-16,9,8,8,16,4
HKDC1 inh,4,15,1,2,10,3
SENP7 inh,4,-3,0,-14,6,3
SENP6 inh,-3,-4,-7,-22,-4,3

43. Cc1cccc(N(CC(=O)NC2CCCCC2)C(=O)c2ccc(C)s2)c1
44. CC1=C(C(=O)Nc2ccccc2C)C(c2cccnc2)n2nc(CCCO)nc2N1 (stereo not given)
45. O=C(Cn1cc([N+](=O)[O-])ccc1=O)N1CCc2ccccc2C1
46. COc1ccc(/C=N/NC(=O)c2ccc(COc3cccc4cccnc34)cc2)cc1O
47. CCOc1ccc2oc(-c3ccccc3)c(C(=O)N3CCN(CCO)CC3)c2c1
48. CSc1ccc(/C=C(\C(=O)O)c2ccc(S(=O)(=O)N3CCCC3)s2)cc1
Compound,43,44,45,46,47,48
Apaf1 inhib,2,0,7,-25,·,7
NALP3 yeast inh,-4,7,20,-6,·,9
PfG6PD inh,-10,1,14,-5,-2,-13
SENP8 block-1,-12,2,5,-5,·,-5
SENP1 FRET inh,1,1,-2,0,-1,-45
SENP8 block-2,9,5,6,-66,-451,-432
HKDC1 inh,-7,-7,-1,-5,-4,6
SENP7 inh,-22,-3,5,2,·,-12
SENP6 inh,-22,-11,-4,3,·,4

# Bioassay records: PubChem, Sanford-Burnham Center for Chemical Genomics
